Screens deposited in PubChem BioAssay by several laboratories.
Mdm2 ligase inh: blocks human Mdm2 ubiquitin ligase activity; Q00987; cell-based MDM2 ubiquitination luciferase reporter, 2 h; 0 = plate control, 100 = twice control, blank-subtracted; signal enhancement, % at 5 µM; 210,000 tested, 0.11% active; AID 1230;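 active means signal enhancement of 30% or more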;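 further: luminescence tracks abundance of the self-degrading MDM2-luciferase fusion protein; higher signal means inhibition of MDM2 E3 ligase activity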
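Assay system: stable mammalian line carrying autodegrading MDM2–luciferase fusion reporter; Input: 2000 cells in each well; Compound dosing: single-point 5 µM; Schedule: 2 h compound exposure at 37 °C; Signal: SteadyLite luciferase luminescence after 15 min room-temperature reagent incubation; Evaluation: % luminescence enhancement versus blank-corrected plate control mean; Benchmarks: plate controls and plate blanks.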
Runt-SMMHC FRET: Runt domain-CBFb-SMMHC interaction inhibition; AID 1434; Cerulean-Runt/Venus-CBFb-SMMHC FRET ratio 530/480, 1 h; 220,000 tested, 0.74% active; inhibition, % at 20 µM;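 active means mean inhibition across duplicate retests at 20 µM reaching about 50%, limit read from the data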;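 further: 0% = DMSO wells and 100% = wells with excess untagged CBFb-SMMHC; inhibitors lower the FRET ratio by blocking Runt binding to CBFb-SMMHC; some results filed as inactive read as strong as hits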
Target sequence (Q01196 whole entry, looked up, the tested form may be a part): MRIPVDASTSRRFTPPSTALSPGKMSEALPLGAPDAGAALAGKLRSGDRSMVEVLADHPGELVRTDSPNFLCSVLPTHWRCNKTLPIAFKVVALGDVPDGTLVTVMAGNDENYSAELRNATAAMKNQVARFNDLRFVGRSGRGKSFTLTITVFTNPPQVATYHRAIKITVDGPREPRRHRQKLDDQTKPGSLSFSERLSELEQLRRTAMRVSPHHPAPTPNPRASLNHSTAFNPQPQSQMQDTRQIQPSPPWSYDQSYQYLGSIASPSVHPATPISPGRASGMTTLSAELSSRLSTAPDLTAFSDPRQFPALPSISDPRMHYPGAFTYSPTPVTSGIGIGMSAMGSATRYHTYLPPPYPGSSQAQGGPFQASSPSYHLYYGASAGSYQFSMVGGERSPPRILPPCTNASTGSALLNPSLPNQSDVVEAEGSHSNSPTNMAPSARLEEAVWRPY
Target sequence (Q13951 whole entry, looked up, the tested form may be a part): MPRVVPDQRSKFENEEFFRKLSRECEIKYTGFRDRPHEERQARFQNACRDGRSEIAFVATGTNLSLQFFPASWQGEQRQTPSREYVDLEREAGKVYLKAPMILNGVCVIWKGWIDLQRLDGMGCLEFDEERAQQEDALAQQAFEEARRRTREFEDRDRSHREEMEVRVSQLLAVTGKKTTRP
Runt-CBFb FRET: inhibitors of human RUNX1 Runt domain binding to CBFb | Q01196+Q13951 | Cerulean-Runt/Venus-CBFb FRET ratio 530/480, 1 h | inhibition, % at 20 µM | 220,000 tested, 0.46% active | AID 1496;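 active means inhibition over about 50% at 20 µM in the single-dose screen, limit read from the data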;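 further: 0% = DMSO wells and 100% = excess unlabeled CBFb competitor control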
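Schedule: protein complex preformed 1 h, compound exposure 1 h, room temperature, dark; test system: Cerulean-labeled Runt domain protein; amount: 100 nM per protein; buffer or medium: Tris 50 mM pH 7.5, KCl, K2SO4, 0.01% BSA; read-out: loss of energy transfer signal; detection: FRET fluorescence; controls: 5 µM unlabeled CBFb as full-inhibition high control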
Starred values were filed as active, the others as inactive; · = not tested or not shown.

SMILES | Mdm2 ligase inh | Runt-SMMHC FRET | Runt-CBFb FRET
CCOC(=O)C1CCN(c2nc(C)nc3c2oc2ccccc23)CC1 | 6 | 2 | ·
Cc1cccc(-c2nnc3n2N=C(c2ccc(Br)cc2)CS3)c1 | · | -6 | -1
COc1ccc(C)cc1NC(=O)c1cnc2sccn2c1=O | · | 0 | -4
COC(=O)C1=C(C)N2C(=O)CSC2=NC1c1ccc2c(c1)OCO2 (stereo not drawn) | · | -1 | -1
Cc1oc(-c2ccc(Cl)cc2)cc1-c1nn2c(-c3ccco3)nnc2s1 | · | 8 | 21
CCNC(=O)CSc1nc2cc(OC)c(OC)cc2c(=O)n1CCC1=CCCCC1 | · | -8 | -4
O=C(COC(=O)c1cccs1)NCc1ccco1 | · | 3 | -1
Cn1c(=O)c2c(nc(Oc3ccccn3)n2C)n(C)c1=O | · | -5 | -1
CCCCNC(=O)c1cc2c(=O)n3cccc(C)c3nc2n1C | · | 19 | 5
COc1ccc2c(=O)c3c(=O)n(Cc4ccco4)c(C4CCCCC4)nc3oc2c1 | · | 8 | 10
COc1ccc2[nH]c(C)c(CN3CCCCC3)c(=O)c2c1 | · | 4 | 1
O=C(NCCN1C(=O)C2C3C=CC(C3)C2C1=O)Nc1ccccn1 (stereo not drawn) | · | -1 | 2
CCn1c(=N)c(C(=O)NCc2cccnc2)cc2c(=O)n3cccc(C)c3nc21 | · | 61* | 18
[O-][N+]1=C2CCC/C(=N\O)C2=NC12CCCCC2 | · | -3 | -1
O=c1c2c3nc4ccccc4nc3n(-c3ccc4c(c3)OCCO4)c2ncn1CC1CCCO1 (stereo not drawn) | · | 9 | 2
CCN(CC)CCCN1C(=O)C(=O)/C(=C(/O)c2ccc3c(c2)CC(C)O3)C1c1cccnc1 (stereo not drawn) | · | 2 | -1
O=C(N1CCCC1)N1CCN(c2ncnc3c(-c4ccc(Cl)cc4)nsc23)CC1 | · | -1 | -5
O=C(c1ccc2nc(N3CCCCC3)sc2c1)N1CCN(c2ccccn2)CC1 | · | 0 | -1
Clc1ccc(-c2nnc3sc(-c4ccco4)nn23)c(Cl)c1 | · | -6 | 1
Cn1c(=O)c2cnc(N3CCOCC3)nc2n(C)c1=O | · | 1 | -3
COc1ccc(CCN(Cc2cc3cc4c(cc3[nH]c2=O)OCO4)C(C)=O)cc1OC | · | 3 | 0
Cc1nc(NC2=NCN(CCc3ccccc3)CN2)nc2ccccc12 | · | -5 | 2
CC(C)n1c(SCc2cc(=O)[nH]c3ccccc23)nc2c1c(=O)n(C)c(=O)n2C | · | 1 | -2
CC(C)CCn1c(=O)c2ccccc2n2c(COC(=O)c3ccc(S(=O)(=O)N(C)C)cc3)nnc12 | · | -2 | -2
Cc1cc(NC(=O)CN2CC3CC(C2)c2cccc(=O)n2C3)nc2c1c(=O)oc1ccccc12 (stereo not drawn) | · | 2 | 1

Structures listed above marked active in Runt-SMMHC FRET.
SMILES | Mdm2 ligase inh | Runt-SMMHC FRET | Runt-CBFb FRET
CCn1c(=N)c(C(=O)NCc2cccnc2)cc2c(=O)n3cccc(C)c3nc21 | · | 61* | 18

Further entries
SMILES | Mdm2 ligase inh | Runt-SMMHC FRET | Runt-CBFb FRET
COc1cc(C(=O)N2CCCN(c3nc4cc(C)ccc4cc3C#N)CC2)cc(OC)c1OC | · | 44 | 4
O=c1[nH]c(CN2CCN(Cc3ccc4c(c3)OCO4)CC2)nc2sc3c(c12)CCC3 | · | -8 | 0
COC(=O)c1cc(Br)c(=O)n(-c2ccc(C(C)=O)cc2)c1 | · | 1 | -1
CN1C(=O)c2oc3ccc(Br)cc3c(=O)c2C1c1ccncc1 (stereo not drawn) | · | 2 | 1
COc1cc2nc(CN(C)CC(=O)Nc3ccc(N4CCOCC4)cc3)[nH]c(=O)c2cc1OC | · | -4 | -1
CCOC(=O)c1sc(NC(=O)C2CCCO2)c(C(=O)OCC)c1C (stereo not drawn) | · | 0 | 0
Cc1csc2ncc(C(=O)Nc3ccc4c(c3)OCCO4)c(=O)n12 | · | -6 | 1
Cn1cccc1Cc1nnc(SCC(=O)NCc2ccc(F)cc2)n1-c1ccc(F)cc1 | · | 0 | 5
COc1ccc(CCNC(=O)CSc2nnc(-c3ccccc3)o2)cc1OC | · | -2 | -1
CCn1cc(C(=O)O)c(=O)c2cnc(N3CCN(C(=O)Nc4cccc5ccccc45)CC3)nc21 | · | -4 | 4
Cc1cccc(N(Cc2cc3ccccc3[nH]c2=O)C(=O)c2ccco2)c1C | · | -2 | 0
c1ccc2oc(CCc3nc4ccccc4o3)nc2c1 | · | -1 | -3
Cc1nc2cc(-c3ccc(F)cc3)nn2c(N2CCOCC2)c1C | · | 3 | -2
Cc1nc2cc(-c3cccc(Cl)c3)nn2c(N2CCN(C(=O)c3ccco3)CC2)c1C | · | -1 | -12
COc1nc2cc(C)ccc2cc1-c1noc(-c2cccnc2)n1 | · | 3 | -6
CCCn1c(=O)c2ccccc2n2c(SCC(=O)c3ccc(F)cc3)nnc12 | · | -2 | 4
COc1cc2cc(C)c3nnc(SCC(N)=O)n3c2cc1OC | · | 2 | 0
Cc1nnc2c3cnn(-c4ccc(Cl)cc4)c3ncn12 | · | -16 | -1
COc1ccc(-c2nnc3ccc(SCC(=O)N4CCCCCC4)nn23)cc1OC | · | -2 | 0
Cc1cc(NC(=O)c2cc3nc4c(c(C(F)(F)F)n3n2)CCc2ccccc2-4)no1 | · | 3 | -1
Cc1nc2ccc(NC(=O)Cn3cnc4c3c(=O)n(C)c(=O)n4C)cc2s1 | · | 1 | 0
CCOc1ccccc1-c1cc(-c2ccc(OC)cc2)nc2c1c(=O)n(C)c(=O)n2C | · | -8 | 1
Cn1c(=O)c2c(nc(Br)n2Cc2c(F)cccc2Cl)n(C)c1=O | · | -3 | 2
CC1(C)CC(NC(=O)C2CCCCC2C(=O)O)CC(C)(C)N1 (stereo not drawn) | · | -3 | -2
COc1ccc(NC(=O)Cc2nn(C)c(=O)c3ccccc23)c2ncccc12 | · | 3 | -4

Profiles, looked up by structure. Order of screens: Mdm2 ligase inh	Runt-SMMHC FRET	Runt-CBFb FRET
Listed for `COc1cc2cc(C)c3nnc(SCC(N)=O)n3c2cc1OC` = ·	2	0
Listed for `O=C(COC(=O)c1cccs1)NCc1ccco1` = ·	3	-1

The results go on.
SMILES | Mdm2 ligase inh | Runt-SMMHC FRET | Runt-CBFb FRET
CCC(CC)C(=O)NCCc1cc2ccc(C)c(C)c2[nH]c1=O | · | 0 | 0
CCOC(=O)N1CCN(Cc2nc3c(c(=O)n(C)c(=O)n3C)n2Cc2cccc3ccccc23)CC1 | · | -45 | -5
CCCc1nnc(NC(=O)c2c(O)c3cccc4c3n(c2=O)CC4)s1 | · | -4 | 0
Cc1ccnc(NC(=O)c2c(O)c3ccccc3n(C)c2=O)c1 | · | -5 | 0
CC1(C)Cc2c(sc(NC(=O)c3ccco3)c2C#N)C(C)(C)N1 | · | 13 | 11
COc1ccc(-c2nnc3sc(CN4C(=O)c5ccccc5C4=O)nn23)cc1 | · | -6 | -1
CCOC(=O)C1=C(N)n2c(s/c(=C\c3cccnc3)c2=O)=C(C(=O)OCC)C1c1cccnc1 (stereo not drawn) | · | -1 | -5
Cc1nnc(SCC(=O)c2c(N)n(C)c(=O)n(C)c2=O)[nH]c1=O | · | 3 | 0
O=C(c1ccc(S(=O)(=O)N2CCC(c3nc4ccccc4s3)CC2)cc1)N1CCOCC1 | · | -3 | -1
COc1ccc(-c2nc(C#N)c(N3CCN(c4cccc(Cl)c4)CC3)o2)cc1OC | · | -5 | -6
CC1=C(C(=O)OC(C)C)C(/C=C/c2ccccc2)NC(=O)N1 (stereo not drawn) | · | -21 | -3
Nc1c(C(=O)NC2CCCCC2)c2nc3ccccc3nc2n1/N=C/c1ccco1 | · | 52* | 17
COc1ccc(N2CCCn3c2nc2c3c(=O)n(Cc3ccccc3F)c(=O)n2C)cc1 | · | 3 | -4
CCn1c(SCc2nnc(-c3ccccc3)o2)nc2c1c(=O)n(C)c(=O)n2C | · | -3 | 1
CCCCn1c2nc3ccccc3nc2c2c(=N)oc(C)nc21 | · | 79* | 46
CCCCCSc1nc2c(c(=O)[nH]c(=O)n2C)n1CCc1ccccc1 | · | -9 | -6
CCOc1ccc(-c2nnc3ccc(SCC(=O)N4CCCCC4)nn23)cc1 | · | 2 | -1
Cc1c(N=Cc2cc3c(cc2Cl)OCO3)c(=O)n(-c2ccccc2)n1C | · | 3 | -1
CCc1c(C)nc2ncnn2c1N1CCC(C(=O)N2CCN(c3ccccc3)CC2)CC1 | · | 2 | -1
Cc1ccc(-c2csc3nc(=O)c(C)nn23)cc1 | · | -3 | 1
Cc1ccc(NC(=O)NC2=N/C(=C(/C#N)C(=O)N3CCCC3)c3ccccc32)cc1 | · | -1 | -1
CCCCCn1c2nc3ccccc3nc2c2c(=O)n(CC3CCCO3)c(C)nc21 (stereo not drawn) | · | -2 | 1
O=c1c2ccccc2oc2nc(-c3ccco3)n(CCc3ccccc3)c(=O)c12 | · | 3 | -1
Cc1ccnc(NC(=O)CCC(=O)N(CC(=O)NC2CCCCC2)c2ccc3c(c2)OCO3)c1 | · | 3 | 3
CCOc1cc(-n2cnnn2)c(OCC)cc1NC(=O)c1cnccn1 | · | 0 | -1
SMILES | Mdm2 ligase inh | Runt-SMMHC FRET | Runt-CBFb FRET
O=c1n(Cc2ccccc2Cl)c2sc3c(c2c2ncnn12)CCCC3 | · | -5 | -3
COc1ccc(-c2nnc3ccc(SCC(=O)N4CCOCC4)nn23)cc1 | · | -2 | 2
CC(C)(C)C1=C(C#N)C(c2cc3c(cc2Br)OCO3)C(C#N)=C(N)O1 (stereo not drawn) | · | 4 | 0
N#CC(c1nc2ccccc2nc1N1CCCCC1)S(=O)(=O)c1ccc(Cl)cc1 (stereo not drawn) | · | -18 | -5
COC(=O)c1cc(S(=O)(=O)n2nc(C)cc2C)c(Cl)cc1Cl | · | -9 | 0
O=C(N=c1nc2ccccn2s1)c1ccccc1 | · | -4 | 1
Cn1c(=O)n(CCN2CCOCC2)c(=O)c2c1nc1n2CCN1c1ccc(Oc2ccccc2)cc1 | · | -3 | -1
COc1cc(OC)c(-c2nn3c(-c4ccncc4)nnc3s2)cc1OC | · | -1 | -2
CCOc1ccc2nc(NC(=O)CSc3nc4c(c(=O)n(C)c(=O)n4C)n3CC)sc2c1 | · | 1 | 0
CCn1c(=N)c(C(=O)NC)cc2c(=O)n3cccc(C)c3nc21 | · | 58* | 19
CCOC(=O)N1CCN(Cc2nc3c(c(=O)n(C)c(=O)n3C)n2Cc2cc(C)ccc2C)CC1 | · | 0 | -4
Cc1ccc2nc(NC3=NCN(Cc4ccccc4)CN3)nc(C)c2c1 | · | 2 | -2
CCCn1c(SCC(=O)Nc2nnc(CC)s2)nc2c1c(=O)n(C)c(=O)n2C | · | 6 | -1
N#Cc1c2c(c(N3CCN(CCO)CC3)n3c1nc1ccccc13)CCCC2 | · | -35 | -10

Compounds shown so far that have an aryl thioether with sulfur outside any ring:
SMILES | Mdm2 ligase inh | Runt-SMMHC FRET | Runt-CBFb FRET
CCNC(=O)CSc1nc2cc(OC)c(OC)cc2c(=O)n1CCC1=CCCCC1 | · | -8 | -4
CC(C)n1c(SCc2cc(=O)[nH]c3ccccc23)nc2c1c(=O)n(C)c(=O)n2C | · | 1 | -2
Cn1cccc1Cc1nnc(SCC(=O)NCc2ccc(F)cc2)n1-c1ccc(F)cc1 | · | 0 | 5
COc1ccc(CCNC(=O)CSc2nnc(-c3ccccc3)o2)cc1OC | · | -2 | -1
CCCn1c(=O)c2ccccc2n2c(SCC(=O)c3ccc(F)cc3)nnc12 | · | -2 | 4
COc1cc2cc(C)c3nnc(SCC(N)=O)n3c2cc1OC | · | 2 | 0
COc1ccc(-c2nnc3ccc(SCC(=O)N4CCCCCC4)nn23)cc1OC | · | -2 | 0
Cc1nnc(SCC(=O)c2c(N)n(C)c(=O)n(C)c2=O)[nH]c1=O | · | 3 | 0
CCn1c(SCc2nnc(-c3ccccc3)o2)nc2c1c(=O)n(C)c(=O)n2C | · | -3 | 1
CCCCCSc1nc2c(c(=O)[nH]c(=O)n2C)n1CCc1ccccc1 | · | -9 | -6
CCOc1ccc(-c2nnc3ccc(SCC(=O)N4CCCCC4)nn23)cc1 | · | 2 | -1
COc1ccc(-c2nnc3ccc(SCC(=O)N4CCOCC4)nn23)cc1 | · | -2 | 2
CCOc1ccc2nc(NC(=O)CSc3nc4c(c(=O)n(C)c(=O)n4C)n3CC)sc2c1 | · | 1 | 0
CCCn1c(SCC(=O)Nc2nnc(CC)s2)nc2c1c(=O)n(C)c(=O)n2C | · | 6 | -1

The list is partial; count on the stated rates, not on these rows.
